Compound activity as filed in PubChem.
HSF1 activator: increases HSF-1 driven luciferase reporter signal; NIH3T3-HGL HSF-1 luciferase reporter, MG132, 8 h; 100% = twice DMSO control signal; activation, % at 9 µM; 300,000 tested, 1.7% active; AID 504408;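 active = mean replicate activation of at least 50% with a set share of replicates each reaching 50%; inconclusive = only one of those two conditions met; inactive = mean below 50% and too few replicates reaching it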;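 note: 0% = median of the neutral control wells and 100% = twice that signal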
PolyA inh: inhibitors of polyadenylation in S. cerevisiae; 300,000 tested, 0.02% active; S. cerevisiae SKY197-pL101 polyadenylation reporter, beta-gal luminescence; efflux-impaired pdr1/pdr3 knockout yeast; score 100 = 6 SD above DMSO; calls only at 12 µM; AID 1875;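 active = lowest replicate activity score at least 50, where 100 means six control SD above control mean; inconclusive = lowest score under 50 but half or more replicates reach 50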;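 note: yeast exposed to compound for 9 h at 30 °C; higher score means more reporter readthrough which indicates perturbed polyadenylation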
IEC-6 tox: IEC-6 cytotoxicity, counter-screen for KLF5 inhibitors. luminescence viability. inhibition, % at 5 µM. 290,000 tested, 0.78% active. AID 1825; in the data active = inhibition above about 22%;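 note: 0% = plate median of test compound wells and 100% = cytotoxic reference compound wells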
GSK3B inh: human GSK3beta kinase inhibition; P49841; GST-GSK3beta kinase, ADP-Glo luminescence, 60 min; active compounds read low; activity score (negative = inhibition), % at 10 µM; 300,000 tested, 0.038% active; AID 2097;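 active = more than half of replicate wells score below -50%, meaning over 50% inhibition versus plate controls; inconclusive = some replicates but at most half score below -50%; inactive = no replicate scores below -50%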;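 note: 0% = median DMSO wells and -100% = median GW8510 positive control wells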
Target sequence (P49841 whole entry, looked up): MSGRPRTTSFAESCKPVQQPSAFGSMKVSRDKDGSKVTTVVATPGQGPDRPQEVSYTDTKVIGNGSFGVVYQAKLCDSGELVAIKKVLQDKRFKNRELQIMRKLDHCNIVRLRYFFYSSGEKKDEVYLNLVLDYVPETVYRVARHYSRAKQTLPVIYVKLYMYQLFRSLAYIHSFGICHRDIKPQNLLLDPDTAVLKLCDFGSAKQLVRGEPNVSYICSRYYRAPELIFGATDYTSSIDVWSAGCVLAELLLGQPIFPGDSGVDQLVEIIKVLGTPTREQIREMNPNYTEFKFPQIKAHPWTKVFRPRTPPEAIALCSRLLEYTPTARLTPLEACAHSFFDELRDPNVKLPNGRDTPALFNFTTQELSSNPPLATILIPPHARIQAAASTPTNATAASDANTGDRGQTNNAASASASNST
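Test system: GST-tagged human GSK3beta kinase, cell-free; evaluation: activity score scaled between in-plate DMSO and GW8510 controls; measured by: ADP-Glo luminescence; incubation: 60 min reaction, RT; benchmarks: DMSO and 20 µM GW8510; reagent: peptide substrate plus 25 µM ATP (final); medium: Tris/MgCl2 kinase buffer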
HSF1 inhib: HSF1 inhibition; AID 2098; NIH3T3-HGL HSE-luciferase, MG132-induced, luminescence 8 h; active compounds read low; 300,000 tested, 0.77% active; activity change, negative = inhibition, % at 7.5 µM (by protocol);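 active = more than half of replicate wells show activity change below -50%, luminescence cut by over half; inconclusive = some wells, but at most half, below -50%; inactive = no replicate well below -50%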;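 note: luciferase reports HSF-1 transcriptional activity via heat shock element; 0% = median of DMSO wells and -100% = zero luminescence signal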
KLF5 inh: suppresses KLF5 promoter-driven expression | 290,000 tested, 0.23% active | inhibition, % at 5 µM | DLD-1 KLF5 promoter-luciferase reporter, luminescence;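 active = inhibition above a per-plate limit of that plate's mean compound inhibition plus 3 SD, cut at about 60% in these data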;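 note: 0% = DMSO wells and 100% = LY294002 at 200 µM; higher means less KLF5 promoter-driven luciferase light; inactives centre near -14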
aSyn UTR inh: 5' untranslated region of α-synuclein, MLPCN primary screen; AID 1813; inhibition, % (tested at 7.5 µM); alpha-synuclein 5'UTR reporter, inhibitor activity; 300,000 tested, 0.82% active; in the data active = inhibition above about 60%; inconclusive = no clear call, values can overlap the other calls;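 note: H4 neuroglioblastoma cells stably carrying SNCA 5'UTR luciferase fusion; 0% = DMSO wells and 100% = positive control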
HSP90 inh: HSP90 refolding inhibition in rabbit reticulocyte lysate. luciferase refolding luminescence, 3 h. inhibition, % at 5.6 µM. 290,000 tested, 0.91% active. AID 1789;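 active = inhibition above the screen-wide mean plus 3 SD, computed separately per campaign, cut at about 16% in these data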;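 note: 0% = DMSO wells and 100% = 60 µM geldanamycin wells; inhibitors lower the luminescence because luciferase stays unfolded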
GSK3A inh: inhibitors of human GSK-3 alpha kinase | AID 2650 | 320,000 tested, 0.1% active | ADP-Glo luminescence, 60 min | P49840 | inhibition, % at 10 µM;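 in the data active = inhibition above about 50%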;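 note: GST-tagged GSK-3 alpha with peptide substrate and 25 µM ATP; 0% = DMSO neutral wells and 100% = GW8510 positive control wells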
Target sequence (P49840 whole entry, looked up): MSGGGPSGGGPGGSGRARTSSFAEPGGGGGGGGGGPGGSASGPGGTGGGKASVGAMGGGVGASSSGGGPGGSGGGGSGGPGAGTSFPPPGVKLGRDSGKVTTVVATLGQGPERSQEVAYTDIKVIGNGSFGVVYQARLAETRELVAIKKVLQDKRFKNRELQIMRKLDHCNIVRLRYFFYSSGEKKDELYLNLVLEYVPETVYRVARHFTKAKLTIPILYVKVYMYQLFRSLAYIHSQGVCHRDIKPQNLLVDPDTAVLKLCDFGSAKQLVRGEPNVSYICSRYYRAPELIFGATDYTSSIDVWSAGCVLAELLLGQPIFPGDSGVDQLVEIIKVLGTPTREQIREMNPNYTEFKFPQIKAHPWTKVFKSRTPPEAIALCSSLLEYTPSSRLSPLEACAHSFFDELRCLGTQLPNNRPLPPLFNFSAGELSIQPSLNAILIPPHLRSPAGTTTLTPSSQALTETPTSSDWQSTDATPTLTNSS
AI-2 QS mod: modulators of Vibrio harveyi AI-2 quorum sensing system. Vibrio harveyi JMH597 AI-2 luminescence/OD600 ratio, 9 h; active compounds read low; strain lacks LuxN and CqsS sensors; 0 = neutral-control median. activity change, % at 7.5 µM. 300,000 tested, 0.4% active. AID 2094; in the data active = activity change below about -75%, passing the limit was not always enough; inconclusive = no clear call, values can overlap the other calls;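 note: luminescence divided by OD600 gain over 9 h not by final OD600 alone; inactives centre near 13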
Starred values were filed as active, the others as inactive; i = inactive; ? = inconclusive; . = not tested or not shown; & = joins results of further samples.

structure	HSF1 activator	PolyA inh	IEC-6 tox	GSK3B inh	HSF1 inhib	KLF5 inh	aSyn UTR inh	HSP90 inh	GSK3A inh	AI-2 QS mod
CC1CN(C(=O)c2cccs2)CC(C)O1 (stereo unspecified)	4	i	2	0	-6	17	7	-4	-2	3
CCOC(=O)NC(=O)C(=CNc1ccccc1OC)C(=O)NC(=O)OCC	-41	i	0	-5	-27	-32	-6	3	.	17
Cc1c(/C=C/C(=O)c2cccs2)cnn1C	43	i	-2	0	8	-59	-125	-1	-2	0
CCOC(=O)c1c(NC(=S)Nc2cc([N+](=O)[O-])ccc2OC)sc2c1CCCCC2	12	i	-2	1	20	-12	-15	-4	-3	18
CC(CCCCC(=O)Nc1ccc(C(F)(F)F)cc1)NCCc1cnc[nH]1 (stereo unspecified)	-11	i	-1	-1	1	-6	12	2	2	19
Cc1c(=O)n(OCc2ccc(Cl)cc2)c2ccccc2[n+]1[O-]	34	i	16	-3	16	0	-28	-1	6	8
O=C1c2ccsc2SCCN1Cc1ccccc1Cl	8	i	-6	-1	2	-22	44	0	-2	26
Cc1cc(Cl)ccc1NC(=S)N1CCN(C(=O)c2ccco2)CC1	6	i	-2	1	-3	-16	13	-2	3	13
O=c1cc(N2CCc3ccccc3C2)[nH]c(=O)n1C1CCCCC1	-8	i	0	-6	8	-29	-33	0	1	18
Cc1nc(C(F)(F)F)ccc1C(=O)NN1CCOCC1	1	i	3	6	-1	-28	-9	3	0	15
CCOc1ccccc1C(=O)NC1CC2CCCC(C1)N2Cc1ccccc1 (stereo unspecified)	-8	i	3	2	-3	-38	-17	0	-1	16
CC(C)CN(C(=O)COC(=O)c1ccc2ccccc2n1)C1CCS(=O)(=O)C1 (stereo unspecified)	-8	i	7	4	-7	5	36	1	-3	13
C/C(=N\NC(=O)c1ccccc1)c1ccc(NC(=O)c2cccs2)cc1	34	i	5	1	16	-160	-108	4	.	4
c1cnc2ccc(C(c3nnnn3C3CCCC3)N3CCN(c4nc5ccccc5s4)CC3)cc2c1 (stereo unspecified)	.	.	0	-9	.	19	.	2	0	35
O=c1[nH]c(CN2CCN(c3ccc(F)cc3)CC2)nc2ccccc12	12	i	-2	-2	8	-6	-5	-2	.	16
O=C(CSc1nnc(Cc2ccc(Cl)cc2)o1)Nc1ccccc1	9	i	-4	-5	6	4	-1	0	-4	9
CCS(=O)(=O)N1Cc2ccccc2CC1C(=O)N(C)Cc1ccc(OC)cc1OC (stereo unspecified)	4	i	3	3	-2	-12	8	-1	1	21
C=COC(=O)c1sc2nc(C)cc(C)c2c1N	14	i	-2	0	7	5	-62	-3	-2	2
O=C1c2cccc3c(N4CCOCC4)c([N+](=O)[O-])cc(c23)C(=O)N1c1cccc2ccccc12	-2	i	-4	4	-2	-13	30	-1	-1	22
COc1ccc(OC)c(C2C3=C(CCCC3=O)Nc3c2c(=O)n(C)c(=O)n3C)c1 (stereo unspecified)	3	i	3	-1	-3	23	-5	5	-2	25
Cc1cc(=O)oc2c(C(=O)c3ccccc3)c(OCC(N)=O)ccc12	6	i	7	-2	5	-8	5	1	-3	22
O=C(NC1CCOc2ccccc21)c1ccc(Cl)nc1 (stereo unspecified)	4	i	-8	-10	-14	14	14	2	-1	-3
CC(C)CCn1nnnc1CN1CCN(C(=O)c2ccco2)CC1	8	i	-2	2	-3	-13	-2	1	-2	21
CCOC(=O)CC1COc2ccccc2N1C(=O)c1cccc([N+](=O)[O-])c1 (stereo unspecified)	11	i	8	7	8	-18	20	0	1	20
C/C(=N\NC(=O)CSc1nc(C)cc(C)n1)c1cccs1	17	i	6	2	7	-5	15	0	1	8
CC(=O)Nc1ccc2c(c1)ncn2C	4	i	-1	-1	-4	-27	4	1	-1	6
CCOC(=O)N1CCN(C(=O)CSc2nc3c(cnn3-c3ccccc3)c(=O)[nH]2)CC1	-13	i	-6	-2	0	-14	11	-4	4	41
COc1cc(SC)ccc1C(=O)NCCNC(=O)c1nonc1N	12	i	6	5	0	-7	5	1	0	16
S=C(Nc1ccccc1)N1CCc2ccccc21	4	i	1	0	-1	-31	-45	-2	-1	-11
CCOC(=O)c1nn(-c2ccc(Cl)cc2C)ccc1=O	0	i	-1	3	-8	-30	-4	5	0	4
Cc1ccccc1-n1ncc2c1CC(C)(C)CC2NC(=O)CCC(F)(F)F (stereo unspecified)	5	i	0	0	-4	-2	7	-1	-2	8
O=C(Nc1cc(-c2ccccc2)[nH]n1)c1ccc(Cl)cc1	?	i	-4&0	0	10	-154&-112	-124	-2&-3	0	-82*
CN(C)CCCN1CC(=O)N2[C@@H](Cc3c([nH]c4ccccc34)C2(C)C)C1=O	3	i	-1	-2	1	-11	10	0	-1	9
COc1ccccc1OS(=O)(=O)c1ccc(NC(C)=O)cc1	-3	i	5	3	-1	-10	10	2	.	42
CSCc1cc(N2CCOCC2)nc(SCc2ccc(Cl)cc2Cl)n1	11	i	7	0	2	-6	36	1	1	25
O=C(O)c1c[nH]c(=O)c2ccccc12	16	i	-3	-2	-1	-14	13	3	-4	28
O=C(Cc1c(F)cccc1Cl)NC1CCN(Cc2ccccc2)CC1	2	i	-12	2	-1	-27	-3	-3	-3	25
O=S(=O)(Nc1ccc2c(c1)OCCO2)c1c(F)cccc1F	-23	i	-4	-3	-21	-19	-1	-5	0	12
CCc1nc(NCCO)c(C#N)c2c1CCCC2	-13	i	5	-15	-6	-14	18	-4	2	12
Cc1cc(OCC(=O)NCCc2ccc(S(N)(=O)=O)cc2)c2c(C)c(C)c(=O)oc2c1	-11	i	5	2	-2	-27	9	-1	-2	10
CC(C)C(=O)N1CCN(c2nc3ccc(Cl)cc3s2)CC1	29	i	1	0	22	-110	-140	-2	-4	13
COc1ccc(C(=O)Nc2cccc(C)c2)cc1	62*	i	4	-5	14	-75	-54	10	7	17
CCOc1ccc(CCNC(=O)C2CC(=O)N(c3ccccc3OCC)C2)cc1OCC (stereo unspecified)	-16	i	.	5	-11	.	19	.	0	5
CCOc1cc(C(=O)NC)cc(OCC)c1OCC	7	i	-3	1	-1	0	-7	-1	1	-7
CC1CN(S(=O)(=O)c2cccc(C(=O)OC(C)C(=O)NC3CCCCC3C)c2)CC(C)O1 (stereo unspecified)	1	i	-4	-3	-1	-11	-7	-1	-2	7
CS(=O)(=O)N(CC(=O)NCc1ccc2c(c1)OCO2)c1cccc(Cl)c1	1	i	12	-1	4	7	23	5	2	7
CN(CCO)C(=O)c1c(NC(=O)c2ccccc2)sc2c1CCCC2	14	i	-1	.	16	-19	9	-2	3	.
CC(C)Cc1nnc(NC(=O)CCC(=O)N2CCN(Cc3ccc(Cl)cc3)CC2)s1	2	i	0	-3	5	-17	-12	0	-3	18
O=C(Nc1cc2ccccc2oc1=O)c1ccccc1	-6	i	-2	-3	-20	-128	74*	25*	-3	25
Cc1cccc(/C=C(\C(=O)C(=O)O)c2ccc3ccccc3n2)c1	14	i	-3	3	26	-62	-118	-1	0	24
O=c1c(N2CCOCC2)c(N2CCOCC2)c1=O	3	i	-4	0	4	5	3	-1	-1	23
COc1ccc(NC(=O)COc2cc(O)c3c(c2)OC(C)(C)CC3=O)cc1	3	i	-8	1	-3	-10	-3	-6	-2	8
Fc1ccc(-c2ccc(CNCc3ccccn3)o2)cc1Cl	37	i	0	-3	20	-30	-18	2	-5	11
COc1ccc(N/N=C(\C#N)C(=O)NCCc2ccc(OC)c(OC)c2)cc1	11	i	5	2	-1	-15	5	-1	-2	-4
COc1ccc(N=Nc2ccc(CO)cc2)cc1	72*	i	.	0	26	.	-6	.	2	-1
COC(=O)c1cc(NC(=O)c2ccc(OC)cc2)c(=O)oc1C	15	i	-4	-3	6	-28	-15	-4	-4	-20
CN(C)CCCNc1nc(-c2ccc(Cl)cc2)nc2ccccc12	-5	i	14	-4	2	-5	-18	-1	.	-12
Cc1cccc(N(CC(=O)NCc2ccc(F)cc2)C(=O)c2ccco2)c1	12	i	-6	1	0	6	-11	-4	-1	32
COc1cccc(C(=O)Nc2ccc3c(c2)OCO3)c1OC	11	i	5	-1	17	-187	-128	2	-2	18
CN(Cc1ccccc1)C(=O)C1CCN(Cc2ccc(F)cc2)CC1	-6	i	-2	4	-5	-47	-6	4	-2	15

(further entries)
structure	HSF1 activator	PolyA inh	IEC-6 tox	GSK3B inh	HSF1 inhib	KLF5 inh	aSyn UTR inh	HSP90 inh	GSK3A inh	AI-2 QS mod
Cc1ccn(S(=O)(=O)c2ccc(C(C)(C)C)cc2)n1	9	i	2	2	-3	-20	5	-1	-6	45
Cc1ccc(S(=O)(=O)NCCC(=O)NCc2ccco2)cc1	-4	i	-1	1	-6	-25	17	-1	1	20
COc1ccc(-n2cc(-c3ccccc3)[n+]3c2CCCCC3)cc1	-11	i	16	2	-5	-10	-13	-4	-2	26
COc1ccc(C(=O)NC(=S)Nc2cccc3ncccc23)cc1[N+](=O)[O-]	11	i	7	-3	1	-13	-50	1	0	3
Cc1nc(SCC(=O)NCC2CCCO2)c2oc3ccccc3c2n1 (stereo unspecified)	6	i	-3	1	-7	-12	-12	1	2	19
O=C(COc1ccccc1Cl)Nc1ccc(NC(=O)c2ccco2)cc1	0	i	-9	.	1	-62	-25	-3	1	.
O=C(COc1ccc2ccccc2c1)NNC(=O)c1cnccn1	16	.	4	-1	2	-6	10	-3	-3	-6
O=C(CN1CCOCC1)Nc1nc2ccc(Br)cc2s1	-16	i	-4	0	-1	-96	-32	1	-2	12
O=C(CCC1CCN(Cc2ccc(C#CCCO)cc2)CC1)NC1CC1	3	i	-7	1	-5	-15	4	-5	-2	21
Cn1cnnc1SCC(=O)Nc1ccc2nc(SCc3ccccc3F)sc2c1	34	i	8	2	31	-126	-163	2	0	12
Cc1ccc(NC(=S)NCc2ccccn2)cc1	-37	i	1	1	-24	-44	-26	7	0	27
COc1ccccc1NC(=O)CNC(=O)c1ccc(F)cc1	40	i	-7	0	3	-21	14	-3	-2	6
O=C(O)CSc1ccc(NC(=O)Nc2ccccc2F)cc1	19	i	7	-3	-4	-12	0	2	4	16
C=CCNc1cnn(CC(C)=O)c(=O)c1Br	.	.	0	3	.	11	.	-1	-3	10
O=C(CSc1nnc(-c2cccs2)o1)N1CCOCC1	1	i	0	3	-3	-26	-3	2	.	30
O=C(Nc1ccccc1F)c1ccc(S(=O)(=O)NCC2CCCO2)cc1 (stereo unspecified)	-4	i	1	-4	8	-1	9	0	-1	32

Only part of the results is shown; the hit share may differ from the screen's.
